BioA inh: blocks M. tuberculosis BioA enzyme activity | 360,000 compounds, 0.096% hits | purified M. tuberculosis BioA enzyme, plate reader | AID 602481 | inhibition, % at 9.99 µM; in the data active = inhibition above about 40%
Mtb UGM inh: blocks M. tuberculosis UGM enzyme; purified UGM, fluorescence polarization probe displacement; inhibition, % at 10 µM; 320,000 compounds, 0.06% hits; in the data active = inhibition above about 10%, passing the limit was not always enough
PfHsp40 rescue: restores yeast growth despite PfHsp40 toxicity; S. cerevisiae expressing PfHsp40, growth rescue, ATP luminescence; 340,000 compounds, 0.68% hits; growth rescue, % at 12.5 µM; in the data active = growth rescue above about 28%, passing the limit was not always enough;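 note: yeast W303a lacking pdr1 and pdr3 grown in galactose medium; growth measured after three days at 30 °C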
GDH-TPI inh: counter-screen for M. tuberculosis FBA inhibitors: GDH-TPI coupled enzymes; GDH-TPI coupled enzyme counterscreen, NADH absorbance; inhibition, % at 4.8 µM; 360,000 compounds, 1.2% hits; in the data active = inhibition above about 30%;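 note: 0% = DMSO wells and 100% = wells lacking the enzyme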
BH1578 lux ind: inducers of Vibrio cholerae quorum light production without autoinducers | V. cholerae BH1578 lux reporter, luminescence, 6 h | activation, % at 18.7 µM | 350,000 compounds, 0.16% hits | AID 588436; in the data active = activation mostly above about 9.7%, no sharp cut-off; note: not every result past the cut was called active; inactives centre near 0; reference of the scale not given here
FBA Mtb inh: Mtb fructose-bisphosphate aldolase inhibition; P9WQA3; purified M. tuberculosis FBA, fluorescence read-out; inhibition, % at 1 µM; 360,000 compounds, 2.3% hits; AID 588726; in the data active = inhibition above about 27%;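 note: 0% = vehicle and 100% = reference inhibitor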
TcdB inh: TcdB glycohydrolase inhibition; P18177; TcdB glycohydrolase enzymatic assay, plate reader; inhibition, % at 9.99 µM; 350,000 compounds, 0.24% hits; AID 652162; in the data active = inhibition above about 10%
Target sequence (P18177 whole entry, looked up): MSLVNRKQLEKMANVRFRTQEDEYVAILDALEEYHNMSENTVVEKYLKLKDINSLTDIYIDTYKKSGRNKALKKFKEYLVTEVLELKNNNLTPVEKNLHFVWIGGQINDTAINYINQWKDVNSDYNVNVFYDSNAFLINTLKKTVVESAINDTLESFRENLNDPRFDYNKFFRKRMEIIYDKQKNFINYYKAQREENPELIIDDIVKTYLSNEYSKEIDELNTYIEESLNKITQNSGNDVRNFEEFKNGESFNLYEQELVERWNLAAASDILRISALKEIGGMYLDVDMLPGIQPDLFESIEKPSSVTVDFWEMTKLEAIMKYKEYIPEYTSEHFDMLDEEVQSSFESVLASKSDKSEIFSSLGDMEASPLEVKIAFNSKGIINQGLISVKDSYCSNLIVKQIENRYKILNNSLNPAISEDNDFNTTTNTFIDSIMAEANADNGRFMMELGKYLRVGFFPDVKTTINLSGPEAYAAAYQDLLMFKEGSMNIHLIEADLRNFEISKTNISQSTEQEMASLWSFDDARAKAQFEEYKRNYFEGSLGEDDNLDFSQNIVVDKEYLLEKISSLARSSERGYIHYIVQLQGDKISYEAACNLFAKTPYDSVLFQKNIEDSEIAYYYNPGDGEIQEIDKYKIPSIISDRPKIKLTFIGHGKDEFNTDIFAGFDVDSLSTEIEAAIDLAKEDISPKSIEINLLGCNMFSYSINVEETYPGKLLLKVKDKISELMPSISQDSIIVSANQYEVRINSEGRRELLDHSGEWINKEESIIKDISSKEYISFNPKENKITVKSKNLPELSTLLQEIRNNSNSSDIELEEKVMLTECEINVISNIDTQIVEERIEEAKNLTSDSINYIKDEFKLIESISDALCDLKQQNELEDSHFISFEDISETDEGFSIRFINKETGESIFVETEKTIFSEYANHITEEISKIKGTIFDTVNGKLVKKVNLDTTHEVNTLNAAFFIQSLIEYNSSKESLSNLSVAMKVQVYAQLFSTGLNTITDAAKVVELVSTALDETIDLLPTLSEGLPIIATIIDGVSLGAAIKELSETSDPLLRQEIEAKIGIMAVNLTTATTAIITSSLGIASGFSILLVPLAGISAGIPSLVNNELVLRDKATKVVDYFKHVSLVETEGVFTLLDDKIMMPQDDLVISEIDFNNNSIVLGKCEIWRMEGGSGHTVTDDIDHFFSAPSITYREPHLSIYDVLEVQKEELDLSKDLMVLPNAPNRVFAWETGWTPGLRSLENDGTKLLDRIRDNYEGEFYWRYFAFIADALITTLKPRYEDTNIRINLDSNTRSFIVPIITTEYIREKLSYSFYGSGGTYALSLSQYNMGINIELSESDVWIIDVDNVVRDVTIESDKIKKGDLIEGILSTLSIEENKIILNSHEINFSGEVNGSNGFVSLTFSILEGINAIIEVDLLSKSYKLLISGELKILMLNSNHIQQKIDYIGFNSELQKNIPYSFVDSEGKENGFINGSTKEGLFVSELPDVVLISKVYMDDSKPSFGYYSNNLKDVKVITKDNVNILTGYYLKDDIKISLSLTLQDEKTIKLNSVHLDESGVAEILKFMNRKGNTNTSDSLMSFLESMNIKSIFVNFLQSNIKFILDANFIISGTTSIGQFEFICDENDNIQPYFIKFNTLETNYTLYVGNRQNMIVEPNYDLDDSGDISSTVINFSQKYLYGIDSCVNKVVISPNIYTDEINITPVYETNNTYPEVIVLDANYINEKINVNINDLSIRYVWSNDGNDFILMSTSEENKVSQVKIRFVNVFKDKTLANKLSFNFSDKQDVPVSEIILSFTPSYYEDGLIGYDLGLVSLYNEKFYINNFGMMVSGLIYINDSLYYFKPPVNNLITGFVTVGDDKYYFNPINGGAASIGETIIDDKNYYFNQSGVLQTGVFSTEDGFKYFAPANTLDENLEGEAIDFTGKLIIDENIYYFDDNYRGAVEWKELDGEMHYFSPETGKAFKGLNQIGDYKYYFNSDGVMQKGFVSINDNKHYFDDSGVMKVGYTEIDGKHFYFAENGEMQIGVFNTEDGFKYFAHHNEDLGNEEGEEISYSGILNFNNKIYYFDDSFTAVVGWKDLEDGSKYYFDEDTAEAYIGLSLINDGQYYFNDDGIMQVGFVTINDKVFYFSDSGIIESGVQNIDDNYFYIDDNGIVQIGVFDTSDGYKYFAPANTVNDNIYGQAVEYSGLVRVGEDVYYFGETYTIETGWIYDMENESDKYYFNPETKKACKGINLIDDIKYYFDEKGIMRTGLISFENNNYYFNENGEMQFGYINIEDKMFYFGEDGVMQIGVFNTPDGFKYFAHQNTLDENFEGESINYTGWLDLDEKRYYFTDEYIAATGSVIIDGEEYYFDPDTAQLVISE
FadD28 binding: M. tuberculosis FadD28 bisubstrate binding inhibition; FadD28 bisubstrate probe binding, fluorescence polarization; inhibition, % at 12.5 µM; 360,000 compounds, 0.22% hits; AID 588549; in the data active = inhibition above about 8.5%, passing the limit was not always enough
Y pestis TopoI: Y. pestis Topo-I inhibition via cleavage products; AID 504884; activity, % at 10 µM; 360,000 compounds, 0.064% hits; Y. pestis Topo-I cleavage product accumulation, plate reader; in the data active = activity above about 50%, passing the limit was not always enough; note: inactives centre near 2
Numbers without * were called inactive; i = inactive; . = not tested or not shown; + = active, no number.

SMILES	BioA inh	Mtb UGM inh	PfHsp40 rescue	GDH-TPI inh	BH1578 lux ind	FBA Mtb inh	TcdB inh	FadD28 binding	Y pestis TopoI
CCOC(=O)C1(C)CCCCN1C(=O)c1ccoc1 (stereo unspecified)	-2.1	.	.	10.1	-0.4	-0.5	-0.9	1.1	3.8
Cc1cc(=O)n2[nH]c(-c3cccc(Cl)c3)cc2n1	0.0	1.2	1.5	12.1	-1.6	32.4*	0.6	-1.8	0.6
Fc1ccc(C2c3[nH]c4ccccc4c3CCN2CCCn2cccn2)cc1 (stereo unspecified)	2.9	2.8	0.9	0.3	i	12.0	-0.1	-0.5	3.6
O=C(NCC1CCCO1)Nc1ccccc1 (stereo unspecified)	-0.9	-1.0	-0.2	6.8	-0.2	-11.3	0.3	-2.7	-5.4
COc1cccc(-c2nc(NCc3ccccc3)c3ccccc3n2)c1O	-2.2	-0.1	3.7	-5.7	i	-2.4	0.6	-4.2	-13.9
Cc1ccc(/C=C2/SC(=S)N(CCCC(=O)Nc3cc([N+](=O)[O-])ccc3O)C2=O)cc1	0.3	-3.9	0.2	-7.0	i	-1.6	0.2	-2.1	-3.6
COc1ccc(OC)c(NC(=O)COc2coc(CN3CCCc4ccccc43)cc2=O)c1	0.9	1.9	-0.6	3.5	i	-1.4	0.1	-1.9	21.1
COc1cccc(NC(=O)C2CC(=O)n3cnnc3S2)c1 (stereo unspecified)	0.3	0.5	0.2	-4.5	-0.2	4.3	.	0.6	2.9
O=C(COc1ccccc1)NCC(c1cccs1)N1CCOCC1 (stereo unspecified)	0.7	1.4	-1.2	5.6	i	0.1	-0.1	-2.3	5.9
Cc1cc(C)c(OCC(=O)Nc2cccc(O)c2)cc1C	0.3	-2.5	2.0	-2.5	-0.5	0.0	.	-3.4	8.8
NC(=O)c1sc(-c2ccsc2)cc1NS(=O)(=O)c1ccc(C(F)(F)F)cc1	4.9	6.3	.	19.2	-0.6	-3.7	0.6	2.3	3.1
Cc1ccc2c(C)c(C(=O)N(C)Cc3nccn3C)oc2c1C	6.2	-1.5	-0.5	4.1	-0.7	-1.2	-1.3	0.5	13.1
Cn1cc(Cl)c(C(=O)NC2CCCCCC2)n1	0.8	2.0	-1.8	-0.8	-0.1	2.6	.	-0.2	5.3
CN(C)/C=C1/OC(=O)C(C#N)=C1c1ccc(Cl)cc1	0.0	-1.4	-0.5	6.4	0.9	6.5	-1.4	-3.1	0.8
COC(=O)c1ccc(COC(=O)c2ccc(CS(=O)(=O)c3ccc(C)cc3)cc2)cc1	-0.3	-0.4	-0.2	8.1	1.1	8.0	.	0.7	2.9
Cc1cc(C)cc(OCC(=O)Nc2cccc(S(=O)(=O)NC3=NCCC3)c2)c1	-0.1	1.4	-0.6	7.0	-2.1	4.2	-0.6	-1.9	15.4
CCOc1ccc(OCCn2c(SCC(=O)O)nc3ccccc32)cc1	0.9	0.6	-0.8	0.8	i	6.2	3.3	1.2	8.5
CCc1ccc2nc3sc(C(=O)O)cc3cc2c1	.	1.8	-0.7	8.7	-1.4	0.1	1.4	-1.8	11.7
Cc1cccc(C(=O)NCc2nnc(SCC(=O)NC3CCCC3)n2C)c1	-3.6	1.1	1.3	-1.9	-0.3	-2.3	0.4	.	-13.0
O=C(NNc1ccnc2cc(Cl)ccc12)C1CCCCC1	.	-2.2	-0.4	5.6	-0.6	1.3	0.8	-4.7	5.3

Gathered by group: the entries above with an aryl methoxy group.
SMILES	BioA inh	Mtb UGM inh	PfHsp40 rescue	GDH-TPI inh	BH1578 lux ind	FBA Mtb inh	TcdB inh	FadD28 binding	Y pestis TopoI
COc1cccc(-c2nc(NCc3ccccc3)c3ccccc3n2)c1O	-2.2	-0.1	3.7	-5.7	i	-2.4	0.6	-4.2	-13.9
COc1ccc(OC)c(NC(=O)COc2coc(CN3CCCc4ccccc43)cc2=O)c1	0.9	1.9	-0.6	3.5	i	-1.4	0.1	-1.9	21.1
COc1cccc(NC(=O)C2CC(=O)n3cnnc3S2)c1 (stereo unspecified)	0.3	0.5	0.2	-4.5	-0.2	4.3	.	0.6	2.9

The list goes on.
SMILES	BioA inh	Mtb UGM inh	PfHsp40 rescue	GDH-TPI inh	BH1578 lux ind	FBA Mtb inh	TcdB inh	FadD28 binding	Y pestis TopoI
Cc1occc1C(=O)N/N=C/C(Br)=C/c1ccccc1	1.4	-2.5	0.5	11.5	i	-2.9	1.5	-5.5	0.8
Cc1ccc(SCC(=O)NCCSCc2ccccc2)cc1	.	-0.5	1.6	1.9	-0.1	2.3	2.2	-2.1	27.6
O=C(NC1CCCCC1)c1ccc2c(c1)OCO2	-0.1	-0.7	-0.3	4.5	-0.4	1.0	2.9	-1.3	3.7
N/C(=N\OC(=O)C1CCCCC1)c1cccc([N+](=O)[O-])c1	.	1.0	-0.5	-1.4	i	1.1	.	-0.6	14.6
CCOC(=O)[C@@H]1[C@H]2COc3ccc(Br)cc3[C@H]2N2C(=O)N(c3ccc(F)cc3)C(=O)[C@@]12C	-1.9	2.0	-1.5	3.1	4.5	-1.6	.	-0.1	3.0
O=C(CN(Cc1cccs1)S(=O)(=O)c1ccc(S(=O)(=O)N2CCCCC2)cc1)Nc1ccccc1	.	-0.3	1.4	-7.2	-0.4	0.7	1.0	-1.5	-7.3
Cc1ccccc1/C=N/n1c(C2CCCCC2)n[nH]c1=S	0.3	0.8	2.8	-5.2	i	-2.3	5.0	-1.7	-1.6
C/C(=N\NC(=O)c1cc(C2CC2)nc2ccccc12)c1ccc(C)s1	-0.4	3.8	-1.9	15.7	-0.2	1.4	.	-3.6	3.0
C=C(Cl)COc1ccc2c(CC)cc(=O)oc2c1	6.9	0.6	3.9	8.3	3.0	27.9*	1.4	-5.8	14.6
Cc1ccc(-c2noc(-c3cc(C(C)(C)C)nn3Cc3ccccc3)n2)cc1	-1.9	1.8	.	0.0	-0.4	0.9	-0.7	-1.3	8.1
O=C(c1cccs1)N1CCN(S(=O)(=O)N2CCOCC2)CC1	.	-2.9	0.1	3.5	-0.2	-5.0	.	-2.2	-1.9
CC1Cc2ccccc2C(CCc2ccccc2)=N1 (stereo unspecified)	-4.2	-4.9	1.8	2.6	-8.3	3.1	0.4	-0.6	10.1
O=C(Nc1ccc(Br)cc1)c1cccc(OC(=S)N2CCOCC2)c1	0.4	1.1	5.7	0.4	-0.1	-0.6	2.6	0.4	4.7
CC1=C(C(=O)NCCN2CCN(C)CC2)C2(CCC(C)CC2)OC1=O (stereo unspecified)	-1.7	4.2	2.3	11.6	-0.4	0.4	.	-2.6	1.8
CCN(Cc1ccccc1)C(=O)CCS(=O)(=O)c1ccc2c(c1)CCN2C(C)=O	25.5	-2.1	1.8	1.2	-0.6	3.9	1.0	1.0	4.8
CCCN(C(=O)COC(=O)c1nc2nccc(C)n2n1)C1CCS(=O)(=O)C1 (stereo unspecified)	-1.5	.	0.3	-5.5	-5.0	-0.4	0.2	-1.4	-2.7
Cc1ccc(C)c(NC(=O)CSc2nc(C)cs2)c1	0.4	4.7	-0.1	0.3	1.7	-0.1	0.1	-0.7	0.4
CCCCOc1ccc(C(=O)Nc2ccc3c(c2)OCO3)cc1	.	-2.9	0.5	14.3	0.7	3.5	0.2	-3.1	0.5
Cc1cccc(Cn2c(Cc3ccccc3)nc3ccccc32)c1	0.1	-1.9	8.0	3.7	-0.6	1.7	-0.5	-1.1	15.0
CCCCN1C(=O)CC(C(=O)O)C1c1ccc(OC)cc1 (stereo unspecified)	.	3.2	0.5	3.0	-0.3	1.9	.	0.1	-9.2

As entered above.
Entry of O=C(c1cccs1)N1CCN(S(=O)(=O)N2CCOCC2)CC1 under FadD28 binding: -2.2
Entry of CC1=C(C(=O)NCCN2CCN(C)CC2)C2(CCC(C)CC2)OC1=O (stereo unspecified) under Mtb UGM inh: 4.2

Going on with the list.
SMILES	BioA inh	Mtb UGM inh	PfHsp40 rescue	GDH-TPI inh	BH1578 lux ind	FBA Mtb inh	TcdB inh	FadD28 binding	Y pestis TopoI
Cc1noc(NS(=O)(=O)c2ccc(N/C=C/C(=O)c3ccc(F)cc3)cc2)c1C	-3.1	-1.6	-0.4	24.1	-0.6	0.1	0.0	0.8	1.1
Oc1ccc2cccnc2c1	0.3	-1.8	11.3	2.9	i	-5.0	.	-4.1	-7.5
O=C(CN1CCN(S(=O)(=O)c2ccccc2)CC1)Nc1ccc(N2CCOCC2)cc1	-0.4	-1.8	2.2	-9.9	-0.1	-0.8	.	-1.8	3.8
COc1ccccc1C(=O)N/N=C/c1ccc2c(c1)OCO2	-0.3	-3.3	-1.1	9.1	-0.3	-1.4	1.2	-4.7	2.7
CCOc1ccccc1NC(=O)CCNS(=O)(=O)c1ccccc1	-0.9	0.7	-0.9	-4.4	i	-4.0	0.6	-2.8	-5.2
COc1ccc(Cl)cc1NC(=O)COC(=O)CCNC(C)=O	-2.1	-0.3	0.0	2.6	8.3	-4.9	.	0.0	-2.8
CCN(CC)C(=O)CSc1nc(Cc2ccccc2)nc2ccccc12	-0.6	4.4	2.4	0.8	i	0.4	-5.7	-0.4	24.7
CCn1cc(C(=O)NCC2CCCO2)c2cc(OC)c(OC)cc2c1=O (stereo unspecified)	.	0.7	-0.9	11.2	5.0	-1.7	.	-2.7	-5.4
Cc1cc(C(=O)COC(=O)c2cccnc2Cl)c(C)n1CC1CCCO1 (stereo unspecified)	.	1.1	-2.3	-1.6	i	-2.4	0.3	-4.1	6.0
CSc1ncccc1C(=O)OCC(=O)NC(=O)NCCC(C)C	.	-0.2	2.4	7.2	-0.4	2.2	.	1.4	14.0
O=C(CSCc1ccccc1Cl)N1CCN(c2ccccn2)CC1	5.2	-0.5	0.0	18.3	-0.6	11.9	.	-1.9	14.7
N#Cc1nc(-c2ccccc2F)oc1N1CCCC1	-0.1	0.2	-0.5	18.8	-2.2	+	.	0.3	3.1
COC(=O)[C@H](CC(C)C)NC(=O)Nc1ccccc1F	.	1.9	-0.5	1.9	-0.7	-1.5	0.6	-1.2	-5.2
CCN(CC)c1ccc(C(=S)NC2CCCCC2)cc1	-1.2	0.1	4.6	15.1	1.1	0.3	0.7	1.8	0.6
CC(C)c1ccc(OCC(=O)Nc2cccc(C(=O)Nc3ccccc3C(=O)O)c2)cc1	.	5.5	15.4	-6.6	-0.5	0.5	7.3	-10.7	7.3
Cc1ccccc1NC(=O)CON=C(N)c1ccccc1	-1.3	0.6	-0.1	2.1	i	0.5	0.8	.	-6.7
COc1ccccc1N1CCN(C(=O)c2cc(=O)c3cc(C)ccc3o2)CC1	3.8	2.0	-0.8	12.1	-18.3	3.4	-0.4	-1.2	9.2
Cc1ccc(C2Cc3cc(O)c(O)cc3CN2)cc1 (stereo unspecified)	-1.4	-1.9	.	5.9	0.6	-2.2	-1.2	-0.5	-7.1
Cc1cccc(NC(=O)c2ccc(-n3cccn3)c([N+](=O)[O-])c2)c1	5.3	-0.5	-0.3	9.8	5.3	0.9	.	0.1	-9.5
COc1ccc(CN2CCNC(=O)C2CC(=O)N(C)Cc2nonc2C)c(F)c1 (stereo unspecified)	-1.5	4.4	-0.4	-0.7	0.3	-0.3	1.2	-2.3	5.6
Cc1cc(C)nc(N/N=C2/CCSc3ccc(F)cc32)n1	0.8	-0.9	0.0	12.1	i	1.5	-0.3	-1.4	-1.3
CCCCCc1ccc(-c2cn(Cc3ccc(C)cc3)nn2)cc1	-2.1	-1.4	0.2	1.3	i	-1.3	0.6	-1.7	0.1
CCOC(=O)C1CCCN(Cc2sccc2C)C1 (stereo unspecified)	-2.7	-2.2	-0.2	4.6	-1.9	-0.6	.	-1.2	-2.3
CCn1cc(C(=O)NCCC2=CCCCC2)c(=O)c2cc(S(=O)(=O)N(C)C)ccc21	-0.1	-3.2	-1.5	3.0	-0.2	-0.6	0.1	-4.5	7.5
CCOC(=O)Cn1c(=O)cc(C)c2cccc(C)c21	.	2.7	-0.7	-7.3	0.4	4.5	0.1	-3.6	5.1
COc1ccc(CNC(=O)CC[C@H]2O[C@@H](n3ccc(=O)[nH]c3=O)[C@H](O)[C@@H]2O)cc1	-1.0	.	.	.	.	-3.3	1.9	-4.0	.

Pulled by compound from the entries so far (two):
SMILES	BioA inh	Mtb UGM inh	PfHsp40 rescue	GDH-TPI inh	BH1578 lux ind	FBA Mtb inh	TcdB inh	FadD28 binding	Y pestis TopoI
Cn1cc(Cl)c(C(=O)NC2CCCCCC2)n1	0.8	2.0	-1.8	-0.8	-0.1	2.6	.	-0.2	5.3
N/C(=N\OC(=O)C1CCCCC1)c1cccc([N+](=O)[O-])c1	.	1.0	-0.5	-1.4	i	1.1	.	-0.6	14.6
